TcdB GH inh – TcdB glycohydrolase inhibitors, primary screen, biochemical, single point, plate reader. Toxin B (Clostridioides difficile), P18177. 0.24% of 350,000 active. TcdB glycohydrolase enzymatic assay. inhibition, % at 9.99 µM; in the data active = inhibition above about 10%
Target sequence (P18177 whole entry, looked up): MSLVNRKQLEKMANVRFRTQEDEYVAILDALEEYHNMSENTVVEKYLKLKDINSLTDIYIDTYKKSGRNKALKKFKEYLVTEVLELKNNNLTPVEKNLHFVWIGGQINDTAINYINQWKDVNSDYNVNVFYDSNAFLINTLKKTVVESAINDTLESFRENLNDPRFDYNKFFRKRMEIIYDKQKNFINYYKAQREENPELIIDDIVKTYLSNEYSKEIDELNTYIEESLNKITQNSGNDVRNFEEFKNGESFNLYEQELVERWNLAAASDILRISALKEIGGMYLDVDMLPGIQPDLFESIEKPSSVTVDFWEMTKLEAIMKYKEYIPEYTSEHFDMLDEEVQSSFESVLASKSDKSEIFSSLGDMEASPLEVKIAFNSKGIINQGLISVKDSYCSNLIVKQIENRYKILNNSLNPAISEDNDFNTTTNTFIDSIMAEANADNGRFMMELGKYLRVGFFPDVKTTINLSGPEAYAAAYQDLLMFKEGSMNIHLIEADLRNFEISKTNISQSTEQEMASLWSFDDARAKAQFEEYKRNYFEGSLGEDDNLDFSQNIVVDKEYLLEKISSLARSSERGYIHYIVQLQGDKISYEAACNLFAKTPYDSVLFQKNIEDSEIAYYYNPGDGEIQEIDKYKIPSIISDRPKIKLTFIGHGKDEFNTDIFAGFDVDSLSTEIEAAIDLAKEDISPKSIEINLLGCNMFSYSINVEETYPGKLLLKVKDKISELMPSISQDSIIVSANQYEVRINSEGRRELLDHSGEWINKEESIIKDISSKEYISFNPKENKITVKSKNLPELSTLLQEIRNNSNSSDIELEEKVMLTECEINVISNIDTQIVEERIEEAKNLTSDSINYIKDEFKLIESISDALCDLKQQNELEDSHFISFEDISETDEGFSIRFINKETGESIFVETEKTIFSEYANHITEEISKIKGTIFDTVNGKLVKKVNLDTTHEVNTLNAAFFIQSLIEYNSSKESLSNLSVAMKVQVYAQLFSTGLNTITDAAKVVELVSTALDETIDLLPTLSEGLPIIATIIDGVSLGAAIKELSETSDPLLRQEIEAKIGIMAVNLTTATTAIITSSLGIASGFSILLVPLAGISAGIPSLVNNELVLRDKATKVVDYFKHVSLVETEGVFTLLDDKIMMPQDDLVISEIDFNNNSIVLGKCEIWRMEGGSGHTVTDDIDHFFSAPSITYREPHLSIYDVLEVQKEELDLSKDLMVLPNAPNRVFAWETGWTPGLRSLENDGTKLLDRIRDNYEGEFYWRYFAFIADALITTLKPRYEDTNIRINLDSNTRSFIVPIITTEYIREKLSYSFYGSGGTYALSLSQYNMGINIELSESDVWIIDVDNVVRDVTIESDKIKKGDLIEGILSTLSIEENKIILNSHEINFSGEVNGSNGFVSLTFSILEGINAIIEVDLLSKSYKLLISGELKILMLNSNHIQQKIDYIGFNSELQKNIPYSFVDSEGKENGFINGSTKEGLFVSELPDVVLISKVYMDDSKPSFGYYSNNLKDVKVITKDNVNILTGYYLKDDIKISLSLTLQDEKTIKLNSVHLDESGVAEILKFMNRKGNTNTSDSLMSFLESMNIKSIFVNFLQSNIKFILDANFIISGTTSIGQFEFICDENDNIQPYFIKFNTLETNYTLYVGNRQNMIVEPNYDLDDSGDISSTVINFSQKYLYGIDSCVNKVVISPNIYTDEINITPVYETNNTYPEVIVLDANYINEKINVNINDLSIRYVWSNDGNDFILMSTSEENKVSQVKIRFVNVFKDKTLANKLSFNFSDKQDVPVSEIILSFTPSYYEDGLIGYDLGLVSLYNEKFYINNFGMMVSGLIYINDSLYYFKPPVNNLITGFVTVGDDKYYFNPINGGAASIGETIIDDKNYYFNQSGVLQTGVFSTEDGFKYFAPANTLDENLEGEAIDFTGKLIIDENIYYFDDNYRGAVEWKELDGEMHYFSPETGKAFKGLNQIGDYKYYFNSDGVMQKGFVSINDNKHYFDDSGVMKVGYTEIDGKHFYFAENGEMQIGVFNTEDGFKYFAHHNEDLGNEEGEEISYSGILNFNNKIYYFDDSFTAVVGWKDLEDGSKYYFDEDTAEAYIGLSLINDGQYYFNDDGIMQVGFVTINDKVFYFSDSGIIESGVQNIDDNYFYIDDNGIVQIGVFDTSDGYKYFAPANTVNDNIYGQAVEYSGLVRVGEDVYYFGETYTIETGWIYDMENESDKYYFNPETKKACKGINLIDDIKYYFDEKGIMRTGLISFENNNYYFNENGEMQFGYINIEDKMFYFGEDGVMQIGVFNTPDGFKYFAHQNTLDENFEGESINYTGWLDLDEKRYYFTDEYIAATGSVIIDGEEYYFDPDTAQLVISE
The depositor's hits bear a star. Not all compounds are listed; count on the stated rates, not on these rows.

SMILES | TcdB GH inh
CN1C(=O)c2cc(NC(=O)c3cnccn3)ccc2OC[C@H]2O[C@@H](CC(=O)N[C@@H]3CCN(Cc4ccccc4)C3)CC[C@H]21 | 1.9
O=C(Nc1ccccc1F)N[C@H]1CC[C@H](CCNC(=O)C2CCC2)O[C@H]1CO | -0.1
COc1ccc2c3c([nH]c2c1)[C@H](CO)N(C(C)=O)CC31CCN(C(=O)Nc2c(C)noc2C)CC1 | -6.1
CN(C)C(=O)c1ccc(-c2ccc([C@@H]3[C@@H](CO)N(C(=O)C4CCCC4)[C@H]3C#N)cc2)cc1 | -6.1
C[C@@H]1CN([C@H](C)CO)C(=O)Cc2cc(NC(=O)Nc3ccccc3)ccc2O[C@H]1CN(C)CC1CC1 | -0.6
CO[C@H]1CN(C)C(=O)c2cc(C#N)ccc2OC[C@H]2O[C@@H](CC[C@@H]2OC)CCN(C)C(=O)[C@H]1C | 0.6
CCC(=O)N1[C@@H](CO)[C@@H](c2ccc(-c3cccnc3)cc2)[C@@H]1CN(CC)C(C)=O | 0.4
CN1C(=O)c2cc(NC(=O)C3CCOCC3)ccc2OC[C@@H]2O[C@H](CC(=O)NC3CCCC3)CC[C@@H]21 | -0.2
COc1ccc2c3c(n(C)c2c1)[C@H](CO)N(CC1CC1)CC31CN(Cc2nccs2)C1 | -1.2
C[C@@H]1CCCCO[C@@H](CN(C)C(=O)Nc2ccccc2)[C@@H](C)CN([C@H](C)CO)C(=O)c2cc(NC(=O)Nc3cccc4ccccc34)ccc2O1 | -9.1
C[C@@H]1CCCCO[C@H](CN(C)C(=O)CCCN(C)C)[C@@H](C)CN([C@@H](C)CO)C(=O)c2cc(N(C)C)ccc2O1 | -28.7
COc1ccc2c3c([nH]c2c1)[C@H](CO)N(C(=O)C1CCCC1)CC31CCN(C)CC1 | 0.6
C[C@@H]1CN([C@@H](C)CO)C(=O)c2ccccc2-c2ccccc2CO[C@@H]1CN(C)C(=O)Nc1ccnc(N2CCOCC2)c1 | 2.8
O=C(Cc1ccccn1)N1CCCCN2[C@H](CO)[C@@H](c3ccc(C#Cc4ccccc4)cc3)[C@@H]2C1 | -2.7
COc1ccc(S(=O)(=O)Nc2ccc3c(c2)CC(=O)N([C@@H](C)CO)C[C@H](C)[C@@H](CN(C)C(=O)Nc2c(C)noc2C)O3)cc1 | 0.7
C[C@H]1CN([C@@H](C)CO)C(=O)c2cc(-c3ccccc3)cnc2O[C@@H]1CN(C)C(=O)C1CCOCC1 | 0.5
C[C@@H]1CN([C@H](C)CO)S(=O)(=O)c2ccc(C#Cc3cccnc3)cc2O[C@@H]1CN(C)C(=O)Nc1ccc2c(c1)OCO2 | -1.4
O=C(C[C@H]1C[C@@H]2c3cc(NC(=O)Nc4ccc(C(F)(F)F)cc4)ccc3O[C@@H]2[C@H](CO)O1)NCc1ccc(Cl)cc1 | 0.0
CC(C)NC(=O)N[C@@H]1CC[C@@H](CC(=O)NCc2ccc(Oc3ccccc3)cc2)O[C@H]1CO | -0.7
COc1ccc(S(=O)(=O)N2CC[C@@H]3[C@H]2c2cc(-c4ccc(C#N)cc4)ccc2N[C@@H]3CO)cc1 | -0.8
O=C(C[C@@H]1CC[C@@H](NC(=O)Nc2ccc(C(F)(F)F)cc2)[C@H](CO)O1)NCc1cc(F)cc(F)c1 | -0.4
CC(C)NC(=O)Nc1ccc2c(c1)C(=O)N([C@@H](C)CO)C[C@@H](C)[C@@H](CN(C)S(=O)(=O)c1ccccc1)OCCCC[C@H](C)O2 | -0.2
CCC(=O)N1C[C@H](C)[C@@H](OC)CN(C)C(=O)c2cc(NC(=O)NC(C)C)ccc2OC[C@@H]1C | -0.7
CO[C@@H]1CN(C)C(=O)c2cc(NC(=O)NC3CCCCC3)ccc2OC[C@H](C)N(CCc2ccccc2)C[C@@H]1C | 0.9
O=C(C[C@H]1C[C@H]2c3cc(NC(=O)C4CCOCC4)ccc3O[C@H]2[C@@H](CO)O1)NC1CCCCC1 | 0.4
O=C(NC[C@@H]1N[C@@H](CO)[C@H]1c1ccc(-c2cccnc2)cc1)c1cccc(F)c1 | 1.4
C/C=C/c1ccc([C@H]2[C@@H](CO)N[C@@H]2CNC(=O)c2ccccc2F)cc1 | 0.2
CO[C@H]1CN(C)C(=O)c2ccc(NC(=O)C3CC3)cc2OC[C@H](C)NC[C@H]1C | 2.4
O=C(Nc1ccc2c(c1)[C@@H]1C[C@H](CC(=O)N3CCc4ccccc4C3)O[C@H](CO)[C@@H]1O2)NC1CCCC1 | -0.2
C[C@@H]1CN([C@H](C)CO)C(=O)c2cccc(NC(=O)NC3CCCCC3)c2O[C@H]1CN(C)S(=O)(=O)c1ccc(F)cc1 | 1.4
C[C@H]1CN([C@@H](C)CO)C(=O)c2cccc(NC(=O)c3ccncc3)c2O[C@@H]1CN(C)C(=O)Nc1ccc2c(c1)OCO2 | 0.8
C[C@@H]1CN([C@@H](C)CO)C(=O)c2cc(NC(=O)Nc3ccccc3)ccc2O[C@@H](C)CCCCO[C@@H]1CN(C)C(=O)C1CCCCC1 | -0.4
COc1ccc(CN(C)C[C@@H]2Oc3c(NC(=O)Nc4ccccc4)cccc3C(=O)N([C@H](C)CO)C[C@@H]2C)cc1 | 0.4
Cc1ccc(S(=O)(=O)N(C)C[C@H]2Oc3ccc(NC(=O)NC4CCCCC4)cc3CC(=O)N([C@@H](C)CO)C[C@@H]2C)cc1 | -1.5
C[C@H]1CN([C@@H](C)CO)C(=O)c2cc(C#CCN(C)C)cnc2O[C@H]1CN(C)Cc1cccc(F)c1 | -2.6
C[C@@H]1CN([C@@H](C)CO)C(=O)c2c(c3ccccc3n2C)-c2ccccc2CO[C@@H]1CN(C)C(=O)[C@H](Cc1ccccc1)N(C)C | 0.6
CN(C)c1ccc2c(c1)[C@H]1C[C@@H](CC(=O)NCc3ccccc3)O[C@@H](CO)[C@H]1O2 | -36.6
O=C(NCc1ccccc1)[C@H]1[C@H](CO)[C@H]2Cn3c(cccc3=O)[C@@H]1N2 | -0.7
CN1CCN(C(=O)C[C@H]2CC[C@H]3[C@@H](COC[C@@H](O)CN3Cc3cccc(-c4ccncc4)c3)O2)CC1 | -1.3
O=C(C[C@H]1C[C@H]2c3cc(NS(=O)(=O)c4ccccc4)ccc3O[C@H]2[C@@H](CO)O1)NCC(F)(F)F | -0.1
C[C@@H]1CCCCO[C@H](CN(C)C(=O)NC2CCCCC2)[C@H](C)CN([C@H](C)CO)C(=O)c2cc(NC(=O)Nc3cccc4ccccc34)ccc2O1 | 0.0
C[C@H](CO)N1C[C@H](C)[C@H](CN(C)S(=O)(=O)c2cccs2)OCCCC[C@H](C)Oc2ccc(NC(=O)c3ccncc3)cc2C1=O | -0.6
COCC(=O)Nc1ccc2c(c1)C(=O)N(C)C[C@H](OC)[C@H](C)CN(Cc1ccccn1)[C@H](C)CO2 | -0.2
O=C(C[C@H]1C=C[C@H](NC(=O)c2ccc3c(c2)OCO3)[C@H](CO)O1)NCc1ccc(Cl)cc1 | 0.0
C[C@@H]1CN([C@@H](C)CO)C(=O)c2cccc(NS(=O)(=O)c3ccccc3)c2O[C@H]1CN(C)Cc1ccc(C(F)(F)F)cc1 | 2.1
O=C(C[C@H]1C[C@H]2c3cc(NS(=O)(=O)c4ccccc4)ccc3O[C@H]2[C@H](CO)O1)N1CCCCC1 | 1.1
CN(C)CC(=O)Nc1ccc2c(c1)[C@H]1C[C@H](CC(=O)NCc3cccc(F)c3)O[C@H](CO)[C@H]1O2 | -0.1
COc1ccc(S(=O)(=O)Nc2ccc3c(c2)C(=O)N([C@@H](C)CO)C[C@@H](C)[C@H](CN(C)C(=O)CCC(F)(F)F)OCCCC[C@@H](C)O3)cc1 | 0.6
O=C(C[C@@H]1CC[C@H](NS(=O)(=O)c2ccccc2)[C@H](CO)O1)N1CCc2ccccc2C1 | 0.5
COc1ccc(-c2ccc([C@H]3[C@H]4CN(C(=O)C5CCC5)CC(=O)N4[C@H]3CO)cc2)cc1 | 0.2
N#C[C@H]1N[C@@H](CO)[C@H]1c1ccc(C2=CCCC2)cc1 | -0.6
C[C@@H]1CN([C@H](C)CO)C(=O)c2cc(-c3ccccc3F)cnc2O[C@@H]1CN(C)C(=O)C1CCOCC1 | -4.0
CCC(=O)N(C)C[C@H]1Oc2cc(C#CC3CCCCC3)ccc2S(=O)(=O)N([C@H](C)CO)C[C@H]1C | -0.5
CO[C@H]1CN(C)C(=O)c2cc(NC(C)=O)ccc2OC[C@@H](C)N(CC2CC2)C[C@H]1C | -2.1
C/C=C/c1ccc2c(c1)O[C@@H](CN(C)S(C)(=O)=O)[C@H](C)CN([C@@H](C)CO)S2(=O)=O | 1.1
CO[C@H]1CN(C)C(=O)c2ccc(NS(C)(=O)=O)cc2OC[C@H](C)N(CC2CCCCC2)C[C@H]1C | -0.6
Cc1ccc(S(=O)(=O)Nc2ccc3c(c2)C(=O)N([C@@H](C)CO)C[C@@H](C)[C@@H](CN(C)Cc2ccc(C(F)(F)F)cc2)OCCCC[C@H](C)O3)cc1 | -0.4
Cc1cc(C(=O)Nc2cccc3c2O[C@@H](CN(C)Cc2ccc(C(=O)Nc4ccccc4N)cc2)[C@H](C)CN([C@H](C)CO)C3=O)n(C)n1 | 0.6
Cc1noc(C)c1NC(=O)Nc1ccc2c(c1)C(=O)N([C@@H](C)CO)C[C@@H](C)[C@H](CN(C)C)O2 | -0.2
CC(C)NC(=O)N(C)C[C@H]1Oc2ccc(NS(=O)(=O)c3cccs3)cc2CC(=O)N([C@H](C)CO)C[C@@H]1C | -0.1

The final five entries of the section above come first, to join the parts.
SMILES | TcdB GH inh
CO[C@H]1CN(C)C(=O)c2ccc(NS(C)(=O)=O)cc2OC[C@H](C)N(CC2CCCCC2)C[C@H]1C | -0.6
Cc1ccc(S(=O)(=O)Nc2ccc3c(c2)C(=O)N([C@@H](C)CO)C[C@@H](C)[C@@H](CN(C)Cc2ccc(C(F)(F)F)cc2)OCCCC[C@H](C)O3)cc1 | -0.4
Cc1cc(C(=O)Nc2cccc3c2O[C@@H](CN(C)Cc2ccc(C(=O)Nc4ccccc4N)cc2)[C@H](C)CN([C@H](C)CO)C3=O)n(C)n1 | 0.6
Cc1noc(C)c1NC(=O)Nc1ccc2c(c1)C(=O)N([C@@H](C)CO)C[C@@H](C)[C@H](CN(C)C)O2 | -0.2
CC(C)NC(=O)N(C)C[C@H]1Oc2ccc(NS(=O)(=O)c3cccs3)cc2CC(=O)N([C@H](C)CO)C[C@@H]1C | -0.1
CC=Cc1ccc2n(c1=O)C[C@@H]1[C@@H](CO)[C@H](C(=O)NC3CCC3)N(C(=O)C3CCC3)[C@H]21 (mixture of isomers) | -3.5
O=C(CN1CCOCC1)N[C@H]1CC[C@H](CCNC(=O)C2CCCC2)O[C@H]1CO | -0.3
COCC(=O)Nc1ccc2c(c1)[C@H]1C[C@H](CC(=O)NCc3ccccn3)O[C@H](CO)[C@H]1O2 | -1.7
O=C(C1CC1)N1CC[C@H]2[C@H](CO)Nc3ccc(Br)cc3[C@H]21 | -1.3
C[C@@H](NC(=O)[C@H]1[C@H](CO)[C@H]2Cn3c(cccc3=O)[C@@H]1N2Cc1cccnc1)c1ccccc1 | -1.3
O=C(C[C@H]1CC[C@H]2[C@@H](COC[C@@H](O)CN2CCC(F)(F)F)O1)NCc1ccc2c(c1)OCO2 | 0.4
O=C(Nc1ccc(F)cc1)N1CCCCN2[C@@H](CO)[C@@H](c3ccc(-c4ccncc4)cc3)[C@@H]2C1 | 0.4
CCC(=O)N1C[C@@H](C)[C@@H](OC)CN(C)C(=O)c2cc(NC(=O)C3CCCCC3)ccc2OC[C@@H]1C | -0.4
C[C@@H]1CN([C@H](C)CO)S(=O)(=O)c2ccc(C3=CCCC3)cc2O[C@H]1CN(C)S(=O)(=O)c1cn(C)cn1 | -0.1
C[C@H](CO)N1C[C@H](C)[C@H](CN(C)Cc2ccccn2)Oc2ncc(C#Cc3ccc(F)cc3)cc2C1=O | -0.6
COc1ccccc1CNC(=O)C[C@@H]1C[C@H]2c3cc(NC(=O)C4CCOCC4)ccc3O[C@H]2[C@H](CO)O1 | -1.2
CO[C@H]1CN(C)C(=O)c2cc(NC(=O)C3CC3)ccc2OC[C@@H](C)N(Cc2nccs2)C[C@@H]1C | 0.6

Looked up above:
TcdB GH inh result of C[C@H](CO)N1C[C@H](C)[C@H](CN(C)Cc2ccccn2)Oc2ncc(C#Cc3ccc(F)cc3)cc2C1=O : -0.6
TcdB GH inh result of O=C(CN1CCOCC1)N[C@H]1CC[C@H](CCNC(=O)C2CCCC2)O[C@H]1CO : -0.3
TcdB GH inh result of COc1ccccc1CNC(=O)C[C@@H]1C[C@H]2c3cc(NC(=O)C4CCOCC4)ccc3O[C@H]2[C@H](CO)O1 : -1.2

New compounds follow:
SMILES | TcdB GH inh
Cc1ccc(S(=O)(=O)N(C)C[C@@H]2Oc3ncc(-c4ccc(F)cc4)cc3C(=O)N([C@H](C)CO)C[C@@H]2C)cc1 | 0.8
CO[C@@H]1CN(C)C(=O)c2ccc(NC(C)=O)cc2OC[C@H](C)N(CC2CCCCC2)C[C@H]1C | -0.4
O=C(C[C@H]1CC[C@@H]2[C@H](COC[C@@H](O)CN2C(=O)c2ccccn2)O1)NC1CCC1 | 15.1*
CCC(=O)N1CC[C@@H]2[C@H]1c1cc(-c3ccc(F)cc3)ccc1N(C)[C@H]2CO | 8.6
N#Cc1ccc(-c2ccc3c(c2)[C@@H]2[C@@H](CCN2Cc2ccc4c(c2)OCO4)[C@@H](CO)N3)cc1 | -1.4
O=C(C[C@@H]1CC[C@@H](NC(=O)Nc2ccc(C(F)(F)F)cc2)[C@@H](CO)O1)NCc1ccccn1 | 0.5
O=C(c1ccccn1)N1C[C@H]2[C@@H](c3ccccc31)[C@@H](CO)N2C(=O)C1CC1 | -1.1
O=C(Nc1ccc(F)cc1)N[C@H]1CC[C@@H](CC(=O)N2CCOCC2)O[C@@H]1CO | -1.1
CN(C)CC(=O)N1[C@H](C#N)[C@H](c2ccccc2-c2cccc(C(=O)N(C)C)c2)[C@@H]1CO | 0.6
O=C(CN1CCOCC1)N1CC[C@@H]2[C@H](CO)Nc3ccc(-c4ccccc4)cc3[C@@H]21 | 1.9

Retrieved by structure from the list above (2):
SMILES | TcdB GH inh
O=C(Nc1ccc(F)cc1)N[C@H]1CC[C@@H](CC(=O)N2CCOCC2)O[C@@H]1CO | -1.1
Cc1ccc(S(=O)(=O)N(C)C[C@@H]2Oc3ncc(-c4ccc(F)cc4)cc3C(=O)N([C@H](C)CO)C[C@@H]2C)cc1 | 0.8

From PubChem
